Tn6 DDE FP: DD(E)-Tn6 binding inhibition, primary FP screen. P02675. Fibrin DD(E) TRITC-Tn6 fluorescence polarization displacement. inhibition, % at 8.3 µM. hit rate 0.21% among 370,000;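 active = inhibition above a per-campaign cutoff: mean of compounds within control limits plus 3 SD, cut at about 15% in these data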;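 note: 0% = median of all compound wells on the plate and 100% = blocking peptide control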
Target sequence (P02675 whole entry, looked up): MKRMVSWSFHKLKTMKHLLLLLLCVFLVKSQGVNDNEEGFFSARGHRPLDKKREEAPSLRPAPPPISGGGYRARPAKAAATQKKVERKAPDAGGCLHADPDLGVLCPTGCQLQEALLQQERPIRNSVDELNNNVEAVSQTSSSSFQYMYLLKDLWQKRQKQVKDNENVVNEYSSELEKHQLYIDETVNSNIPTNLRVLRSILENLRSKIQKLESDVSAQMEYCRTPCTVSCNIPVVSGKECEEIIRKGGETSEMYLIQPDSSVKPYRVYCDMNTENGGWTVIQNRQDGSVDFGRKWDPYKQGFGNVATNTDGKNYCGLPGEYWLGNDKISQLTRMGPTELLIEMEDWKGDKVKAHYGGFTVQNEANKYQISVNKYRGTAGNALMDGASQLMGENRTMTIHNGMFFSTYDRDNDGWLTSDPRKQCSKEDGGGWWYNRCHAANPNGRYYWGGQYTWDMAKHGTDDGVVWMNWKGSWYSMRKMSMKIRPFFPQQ
TDP2 absorb: TDP2 (human) inhibition, absorbance primary screen | O95551 | recombinant TDP2, T5PNP hydrolysis, p-nitrophenol absorbance 415 nm | inhibition, % at 12.8 µM | hit rate 0.34% among 370,000 | AID 720702;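 active = inhibition above the mean of all tested compounds plus 3 SD, set per campaign, cut at about 25% in these data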;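 note: 0% = DMSO with enzyme and 100% = buffer with substrate but no TDP2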
Target sequence (O95551 whole entry, looked up): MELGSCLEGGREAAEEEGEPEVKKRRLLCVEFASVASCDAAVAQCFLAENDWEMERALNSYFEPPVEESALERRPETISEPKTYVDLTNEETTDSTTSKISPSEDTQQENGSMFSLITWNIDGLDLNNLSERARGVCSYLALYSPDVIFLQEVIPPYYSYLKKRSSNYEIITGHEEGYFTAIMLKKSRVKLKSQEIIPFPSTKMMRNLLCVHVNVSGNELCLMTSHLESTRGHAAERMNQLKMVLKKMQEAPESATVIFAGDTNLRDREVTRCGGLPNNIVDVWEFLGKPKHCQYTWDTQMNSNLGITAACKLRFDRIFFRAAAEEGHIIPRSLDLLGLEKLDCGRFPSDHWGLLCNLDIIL
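test system = human TDP2 enzyme | input = TDP2 enzyme at 120 nM final | medium = 50 mM Tris-HCl pH 7.5 with Mg2+, KCl, DTT, BSA | also added = T5PNP substrate, 5 mM | times = 2 h at 37 °C | technique = epi absorbance | benchmarks = high control without enzyme, low control DMSO plus TDP2 | replication = each compound tested once, singlicate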
ASAP1 inh: blocks human ASAP1-stimulated Arf1 GTP hydrolysis; Q9ULH1; GDP FP detection; inhibition, % at 16.5 µM; hit rate 0.19% among 360,000; AID 624377; in the data active = inhibition above about 25%;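 note: 0% = vehicle with enzyme and substrate and 100% = no enzyme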
PLCg1 inh: inhibitors of human phospholipase C gamma1. inhibition, % at 12.2 µM. P19174. purified PLC-gamma1, fluorogenic substrate, fluorescence. hit rate 0.84% among 370,000. AID 720700; in the data active = inhibition above about 9.5%
ARFGAP1 inh: inhibits rat ARF GTPase activating protein 1; Q62848; Arfgap1-stimulated ARF1 GTP hydrolysis, GDP FP detection; inhibition, % at 16.5 µM; hit rate 0.26% among 360,000; AID 651572;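 active = inhibition above a per-plate limit, mean inhibition of low control wells plus 3 SD, cut at about 25% in these data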;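 note: 0% = DMSO wells with enzyme and 100% = wells lacking Arfgap1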
Target sequence (Q62848 1-136 limits assumed): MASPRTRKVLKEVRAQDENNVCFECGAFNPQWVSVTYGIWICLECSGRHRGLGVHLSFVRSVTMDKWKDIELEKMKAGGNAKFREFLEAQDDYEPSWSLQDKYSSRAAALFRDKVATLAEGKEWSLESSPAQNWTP
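Assay system: purified rat His6-Arfgap1 residues 1-136 (GAP domain); Reagent: human Δ17 ARF1 bound to GTP; Dosing: 16.5 µM single point, 1.26% DMSO; Times: GTP hydrolysis reaction 2 h at 25 °C; Signal: FP, GDP Alexa 633 tracer displaced from anti-GDP antibody, 620/688 nm; Measure: % inhibition from polarization.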
ADAM10 inh: inhibitors of human ADAM10; O14672; recombinant ADAM10, EDANS/DABCYL FRET peptide cleavage, 3 h; inhibition, % at 7 µM; hit rate 0.62% among 370,000; AID 720582;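 active = inhibition above a per-campaign cutoff equal to the mean of compounds falling between control-based bounds plus 3 SD, cut at about 20% in these data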;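 note: 0% = DMSO wells while the 100% control is not disclosed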
LEDGF integ inh: blocks HIV-1 LEDGF/p75-dependent DNA integration | hit rate 0.64% among 370,000 | inhibition, % at 3.7 µM | AID 743269 | TR-FRET IN-LEDGF/p75 DNA integration, Eu/Cy5;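 active = inhibition above the screen-wide mean plus 3 SD, cut at about 13% in these data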;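 note: signal is the Cy5 over europium emission ratio at 671 and 618 nm; 0% = plate median of compound wells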
proKLK7 act: activates the human kallikrein-7 zymogen; hit rate 0.9% among 370,000; purified proKLK7, EDANS-DABCYL substrate fluorescence; 100% is mature enzyme control, 0% vehicle; activation, % at 7 µM;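 active = activation above the mean of all tested compounds plus 3 SD, computed per campaign excluding outliers beyond control limits, cut at about 13% in these data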
DDE Tn7 FP inh: DD(E)-Tn7 binding inhibition, primary FP screen; inhibition, % at 8.3 µM; AID 720508; P02675; hit rate 0.13% among 370,000; FP displacement of FITC-Tn7 peptide from fibrin DD(E); 0% = median of compound wells per plate;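 active = inhibition above the mean of compounds falling within the control limits plus 3 SD of them, cut at about 14% in these data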;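 note: 0% = plate median of compound wells and 100% = 10 µM Aha-Tn7 peptide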
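Assay system: Human clot-derived fibrin DD(E) complex | Buffer or medium: Tris/NaCl/CaCl2 buffer, pH 7.8 | Repeats: One replicate per compound | Benchmarks: Aha-Tn7 high control | Measure: % inhibition scaled between sample-field median and high-control FP | Schedule: 10 min plus 3 h, room temperature | Signal: Fluorescence polarization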
ADAM17 inh: inhibitors of human ADAM17; P78536; hit rate 0.83% among 370,000; inhibition, % at 6.95 µM; recombinant ADAM17, EDANS/DABCYL FRET peptide cleavage;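 active = inhibition above the mean of compounds lying between control limits plus 3 SD, set per campaign, cut at about 8.5% in these data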;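 note: 0% = DMSO-only wells as the low control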
Active calls of the source: *; . = no result given.

Tn6 DDE FP,TDP2 absorb,ASAP1 inh,PLCg1 inh,ARFGAP1 inh,ADAM10 inh,LEDGF integ inh,molecule,proKLK7 act,DDE Tn7 FP inh,ADAM17 inh
-11.2,-9.5,-16.9,-13.4,11.0,6.5,-1.5,CCOC(=O)Cc1ncccc1C(=O)Nc1ccc(OC(F)(F)F)cc1,0.6,0.5,1.2
-1.7,0.2,0.5,-0.7,1.6,-4.6,1.2,CCn1c(SC2CCOC2=O)nnc1-c1ccc(Cl)cc1 (stereo unspecified),0.1,10.4,-5.3
-4.9,7.2,7.8,-0.7,4.7,-5.7,-1.8,N#CCCN1CCN(S(=O)(=O)c2ccc(S(=O)(=O)NCc3ccccc3)cc2)CC1,0.0,1.2,0.0
5.3,-2.4,13.2,2.8,7.6,8.8,-2.4,O=S(=O)(NC1CCCCC1)c1ccc(-c2csnn2)s1,0.4,-3.4,-0.8
-0.4,2.3,-4.6,2.6,-3.4,9.0,3.6,COC(=O)[C@H](Cc1ccccc1)N(Cc1ccccc1)S(=O)(=O)N(Cc1ccccc1)[C@@H](Cc1ccccc1)C(=O)OC,-0.6,-3.1,-4.9
7.6,1.9,1.2,0.8,1.1,6.6,0.8,COc1ccc(CC(=O)Oc2ccccc2Cl)cc1S(=O)(=O)N1CCOCC1,-0.5,7.9,-1.9
-0.1,0.4,2.6,-1.2,11.9,-4.1,-0.4,CC(C)C[C@H]1CN(CCCC[C@@H]2CNC(=O)C(=O)N2CC2CCCCC2)C(=O)C(=O)N1CCC1CCCCC1,-0.5,-7.7,-2.5
0.0,-0.3,-3.9,-0.4,-6.9,-5.0,-1.9,CC(C(=O)Nc1sc2c(c1C(=O)NCC1CCCO1)CCC2)N1C(=O)c2ccccc2C1=O (stereo unspecified),0.0,2.4,-2.1
3.3,8.2,-3.6,0.4,-5.0,-8.8,-1.9,COCCN(C(=O)CCC(=O)Nc1cc(C)on1)C(C(=O)NC1CCCC1)c1ccccc1F (stereo unspecified),0.3,9.3,-0.9
5.6,-11.3,5.4,2.3,11.8,12.2,-0.3,Cc1c(Nc2ccc3nonc3c2[N+](=O)[O-])c(=O)n(-c2ccccc2)n1C,-0.1,0.9,3.2
-0.2,-0.3,5.7,3.4,8.8,10.2,-0.3,O=C1C2C3C=CC(CC3)C2S(=O)(=O)C2C3C=CC(CC3)C12 (stereo unspecified),-0.2,-3.6,1.0
3.0,-14.6,-3.8,7.1,3.4,4.4,-3.6,Cc1c(C(=O)N/N=C/c2ccccc2)[nH]c2c([N+](=O)[O-])cccc12,-0.2,-0.9,-10.4
0.7,10.3,14.9,0.5,-2.8,-5.5,0.4,Cc1ccc(NC(=O)CSc2nnc(-c3ccco3)n2N)cc1F,-0.3,-0.5,-4.1
-1.6,0.9,8.3,1.9,-6.8,-4.6,-3.0,CC(=O)Nc1ccc(NC(=O)CSc2nnc(-c3ccccc3)n2Cc2ccc3c(c2)OCO3)cc1,-0.6,-4.7,8.3
-7.7,-10.8,-3.4,3.4,7.0,-6.6,1.6,Cc1ccc(NC(=O)N2CCCCCC2)c(C)c1,0.3,-6.0,1.1
1.1,-1.4,5.0,0.7,0.9,-1.7,-1.4,O=C(CCS(=O)(=O)c1ccccc1)NC12CC3CC(CC(C3)C1)C2,0.1,4.9,-4.0
-3.3,-1.6,-1.0,-3.7,-0.7,-1.3,-7.7,CC1COc2ccccc2N1C(=O)c1ccccc1Cl (stereo unspecified),0.7,3.7,-2.1
-9.6,-0.8,2.7,-2.8,-10.5,-5.8,1.3,Cc1cc(C)cc(C(=O)NN2CCOCC2)c1,-0.9,-3.4,-3.0
-6.8,-9.1,4.3,2.9,5.7,5.0,4.7,CCN(c1cccc(C)c1)S(=O)(=O)c1ccc(-c2coc(C)n2)cc1,-0.9,-1.9,-0.6
-1.6,-9.5,3.8,-2.0,16.3,-8.7,-4.2,CCOC(=O)C1(CC)NC(c2ccco2)C2C(=O)N(C)C(=O)C21 (stereo unspecified),-0.8,-1.3,-0.4
8.6,6.2,-8.7,-2.3,-4.7,-4.8,4.7,COc1ccccc1C(=O)NC(CCSC)C(=O)OC(C)C(=O)NC1CC1 (stereo unspecified),0.3,3.1,2.2
2.7,5.4,-3.9,0.6,-10.1,-2.0,-2.2,CCCNC(=O)C1(C)CCN1C(=O)C1(c2ccccc2)CC1 (stereo unspecified),-0.2,6.4,-0.3
5.5,-21.1,-4.5,12.0*,14.8,7.6,7.5,O=C(Nc1nnc(Cc2ccccc2)s1)Nc1ccccc1F,-0.2,-8.6,1.7
7.0,0.6,10.3,-1.6,-0.5,-10.9,-1.8,Cn1c(SCC(=O)Nc2ccccc2F)nnc1-c1cccnc1,0.3,-0.1,-2.9
-4.4,-1.7,-1.1,-3.2,3.6,10.8,-0.8,O=S(=O)(c1ccccc1)c1nc(-c2ccco2)oc1NCCCN1CCOCC1,0.3,1.9,-1.4
-1.0,-7.9,-1.2,2.7,6.4,5.0,2.2,CC(=O)Nc1ccc(NC(=O)CN(C)CC(=O)Nc2ccccc2Br)cc1,-0.3,0.6,-2.9
3.4,-6.2,-1.8,0.7,12.5,-0.7,1.1,Cn1c(SCC(=O)c2ccc3c(c2)OCO3)nnc1-c1ccccn1,-0.4,-4.9,0.9
4.4,-1.4,-6.1,2.7,6.1,-8.8,1.3,COc1ccc(-n2c(-c3ccc(Br)cc3)c[n+]3c2SC(C)C3)cc1 (stereo unspecified),-0.6,-1.5,-7.5
-1.2,4.3,-3.9,2.2,6.0,7.5,0.3,COC(=O)[C@]12C(=O)NC[C@H](CN1c1ccc(Cl)c(C)c1)N2C,0.5,-3.6,0.0
3.0,-4.5,1.5,-6.5,-12.1,-3.2,5.0,Cc1ccc(S(=O)(=O)N2C3CCCCC3O[C@H]2CC(=O)c2cccc3ccccc23)cc1 (stereo partly specified),-0.2,3.4,1.0
-8.2,-11.2,1.3,-1.7,4.9,-2.4,-4.2,Cc1ccccc1-c1nc(CS(=O)CC(=O)NCCCN(C)c2ccccc2)c(C)o1 (stereo unspecified),0.1,-3.9,0.3
-5.4,1.4,12.0,2.7,-13.4,6.3,1.2,S=C1CCC(c2ccc(Cl)cc2)=NN1c1ccccc1,0.1,-6.3,-3.8
-6.9,-2.4,1.6,-3.3,2.2,-1.6,-1.2,Cc1onc(-c2ccccc2)c1C(=O)N/N=C/c1ccc([N+](=O)[O-])s1,0.6,-1.9,3.3
5.5,10.9,4.2,2.5,-3.5,-2.1,0.4,CC1=Nn2c(nnc2-c2ccc(F)cc2)SC1,-0.5,2.7,-2.5
-4.7,-7.9,4.6,-2.2,4.9,-7.4,4.7,COc1ccc(NC(=O)CN(C)C2=NS(=O)(=O)c3ccccc32)cc1Cl,0.9,0.1,-3.1
1.8,11.2,-5.6,-5.8,12.6,-9.3,2.7,O=C(N/C=C/c1ccco1)Nc1cccc(Cl)c1,-0.3,-8.3,-2.9
3.5,1.9,59.4*,-7.7,95.0*,-53.4,-12.1,CN(C)c1ccc(C=c2c3ccccc3n3c2c2ccccc2[n+]3C)cc1,0.3,4.7,-18.4
-7.1,5.7,.,1.7,.,0.5,-0.5,COC(=O)C[C@@H]1CC[C@H]2[C@H](COc3ccc(NC(=O)Nc4cccc(C#N)c4)cc3C(=O)N2C)O1,0.2,-4.5,1.0
-3.8,8.8,12.8,2.1,3.0,12.3,30.2*,Cc1cc(=O)oc(C)c1C(=O)Nc1cccc2ccccc12,-0.1,-3.1,-1.4
10.5,-4.1,-7.1,-11.8,-2.0,-19.3,-1.4,COCCNC(=O)c1c(N)n(/N=C/c2ccc(F)cc2)c2nc3ccccc3nc12,0.1,3.0,-10.7
-0.8,3.1,2.2,1.9,-7.8,-0.6,1.0,O=C(NCc1ccc(F)cc1)c1cc(C2CCCN(C(=O)c3ccc4c(c3)CCO4)C2)on1 (stereo unspecified),0.3,2.4,-0.3
1.8,-2.4,8.1,3.0,13.4,-15.4,2.7,C[C@H](CO)N1C[C@H](C)[C@@H](CN(C)S(=O)(=O)c2ccc3ccccc3c2)OCc2cn(nn2)CCCC1=O,0.6,-10.5,-2.1
3.0,10.2,-3.8,-0.4,-6.7,2.3,4.2,COc1ccc(-c2noc(CSc3nc(N)cc(=O)[nH]3)n2)cc1,0.7,2.5,1.5
1.2,4.4,-1.2,2.3,-0.6,4.2,-0.2,CCNC(=S)SCCOc1ccccc1C,-0.3,-8.8,-0.1
-2.9,-13.8,15.8,7.4,5.1,16.5,-1.0,C[C@H](CO)N1C[C@H](C)[C@H](CN(C)CC2CCCCC2)Oc2ccc(NS(=O)(=O)c3ccc(F)cc3)cc2CC1=O,0.4,-3.6,7.0
-3.6,-7.1,6.4,-2.9,-3.4,3.2,2.8,COc1cc(/C=C/C(=O)Nc2cc(S(=O)(=O)N3CCOCC3)ccc2N2CCCC2)cc(OC)c1OC,0.2,-3.7,-4.7
-0.3,-7.3,-5.2,0.7,10.2,10.9,0.6,COc1ccc2nc(SCC(=O)Nc3ccc4c(c3)OCCO4)[nH]c2c1,-0.7,-2.5,0.4
-2.9,9.8,-7.2,3.1,7.1,-0.3,1.6,CCCc1c(C)nc(N2CCN(c3ccc(F)cc3)CC2)[nH]c1=O,-0.4,-1.7,-0.3
-5.5,15.6,-10.5,0.5,7.5,-3.7,-2.9,O=C(CNCc1ccccc1Cl)Nc1ccc2c(c1)OCCO2,0.3,1.4,-1.6
-0.7,2.8,10.2,1.4,3.9,-16.1,0.3,COc1ccc(N(CC(=O)NC2CCCCC2)C(=O)CNC(=O)c2ccco2)cc1,0.7,1.0,-3.3
3.6,4.1,7.9,-1.9,2.1,-3.3,0.8,O=C(CSc1nnc(-c2cccnc2)n1-c1ccc(F)cc1)NCc1ccc2c(c1)OCO2,0.4,2.9,-5.8

Complete entries, quoted from the list. Order of values: Tn6 DDE FP	TDP2 absorb	ASAP1 inh	PLCg1 inh	ARFGAP1 inh	ADAM10 inh	LEDGF integ inh	proKLK7 act	DDE Tn7 FP inh	ADAM17 inh
COC(=O)C[C@@H]1CC[C@H]2[C@H](COc3ccc(NC(=O)Nc4cccc(C#N)c4)cc3C(=O)N2C)O1 in the list: -7.1	5.7	.	1.7	.	0.5	-0.5	0.2	-4.5	1.0
COc1ccc(N(CC(=O)NC2CCCCC2)C(=O)CNC(=O)c2ccco2)cc1 in the list: -0.7	2.8	10.2	1.4	3.9	-16.1	0.3	0.7	1.0	-3.3

Records above marked active in LEDGF integ inh:
Tn6 DDE FP,TDP2 absorb,ASAP1 inh,PLCg1 inh,ARFGAP1 inh,ADAM10 inh,LEDGF integ inh,molecule,proKLK7 act,DDE Tn7 FP inh,ADAM17 inh
-3.8,8.8,12.8,2.1,3.0,12.3,30.2*,Cc1cc(=O)oc(C)c1C(=O)Nc1cccc2ccccc12,-0.1,-3.1,-1.4

Source: PubChem BioAssay
